Screening data (PubChem BioAssay)
APEX1 inh – inhibitors of human APE1 endonuclease. Potency, µM (highest dose often 65.8 µM), for inactives: top-dose activity change, negative = inhibition, hits mostly inhibitors. recombinant APE1, TAMRA/BHQ-2 abasic DNA cleavage fluorescence. P27695. actives 0.35% (n = 350,000);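 also: plate controls were vehicle for no effect and reference inhibitor for full effect; nearly all actives have a fitted effect of over 55% in size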
Target sequence (P27695 whole entry, looked up): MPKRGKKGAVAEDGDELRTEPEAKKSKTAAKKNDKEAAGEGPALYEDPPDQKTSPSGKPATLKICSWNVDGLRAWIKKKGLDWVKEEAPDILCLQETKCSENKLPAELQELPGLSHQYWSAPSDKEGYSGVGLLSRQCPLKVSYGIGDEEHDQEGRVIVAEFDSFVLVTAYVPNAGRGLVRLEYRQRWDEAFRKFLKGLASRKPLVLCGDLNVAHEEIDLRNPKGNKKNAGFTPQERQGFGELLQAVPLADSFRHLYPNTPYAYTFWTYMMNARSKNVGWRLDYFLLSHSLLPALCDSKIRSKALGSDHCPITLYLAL
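Readout is kinetic fluorescence (ex 525, em 598 nm) from cleavage of 50 nM TAMRA/BHQ-2 THF abasic duplex by 0.75 nM APE1, compound added 15 min beforehand at RT.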
G9a block – inhibitors of human histone lysine methyltransferase G9a | actives 8.8% (n = 350,000) | Q96KQ7 | G9a H3K9 monomethylation, AlphaScreen, 2 h | Potency, µM (doses to about 102 µM), without a hit: at the top dose activity, negative = inhibition, usual class: inhibitors; also: % is scaled to controls: 0 for no effect and ±100 for the full control effect; nearly all actives have a fitted effect of over 75% in size
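G9a (20 nM) was preincubated 15 min with compound, then reacted 2 h at room temperature with 500 nM biotin-H3K9 peptide and 20 µM SAM. Monomethyl-H3K9 detected by AlphaScreen using anti-H3K9me1 antibody.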
POLI inh – blocks human DNA polymerase iota activity | actives 1% (n = 390,000) | Pol iota fluorescent replication assay, 10 min | Potency, µM (doses to about 115 µM), without a hit: top-dose activity, negative = inhibition, usual class: inhibitors | AID 588590
Target sequence (Q9UNA4 whole entry, looked up): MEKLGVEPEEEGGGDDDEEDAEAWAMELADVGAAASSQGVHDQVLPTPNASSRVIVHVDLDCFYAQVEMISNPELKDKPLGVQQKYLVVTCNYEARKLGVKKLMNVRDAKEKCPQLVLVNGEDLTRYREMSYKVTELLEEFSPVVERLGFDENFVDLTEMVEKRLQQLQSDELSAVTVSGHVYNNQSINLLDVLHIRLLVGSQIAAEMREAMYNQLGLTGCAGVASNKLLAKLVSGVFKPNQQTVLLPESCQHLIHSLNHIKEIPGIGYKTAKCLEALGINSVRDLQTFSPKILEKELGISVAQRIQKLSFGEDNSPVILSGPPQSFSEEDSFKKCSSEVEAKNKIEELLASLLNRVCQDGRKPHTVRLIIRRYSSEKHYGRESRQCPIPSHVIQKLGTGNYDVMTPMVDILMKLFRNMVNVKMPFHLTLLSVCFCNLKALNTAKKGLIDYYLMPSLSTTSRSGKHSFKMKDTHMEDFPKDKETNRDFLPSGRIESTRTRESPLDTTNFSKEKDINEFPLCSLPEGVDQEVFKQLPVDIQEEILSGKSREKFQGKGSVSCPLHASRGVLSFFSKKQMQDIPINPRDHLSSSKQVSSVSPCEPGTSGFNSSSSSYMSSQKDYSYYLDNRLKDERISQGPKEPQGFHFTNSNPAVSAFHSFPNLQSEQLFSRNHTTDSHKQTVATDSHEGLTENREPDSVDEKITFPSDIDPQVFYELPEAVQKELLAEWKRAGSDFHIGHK
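Fluorescent replication assay read twice, at 0 min and 10 min after adding 50 nM (final) substrate. Enzyme (10 nM) and compounds were first incubated 15 min at room temperature; enzyme-free buffer wells were negative controls.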
BLM helicase inh – blocks DNA unwinding by human BLM helicase. recombinant BLM DNA unwinding, fluorescence dequenching. P54132. actives 0.2% (n = 350,000). AID 2528. Potency, µM (doses to about 56.1 µM), without a hit: at the highest dose activity change, negative = inhibition, usual class: inhibitors;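 also: plate controls were vehicle for no effect and no enzyme for full effect; nearly all actives have a fitted effect of over 35% in size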
Pol kappa inh – inhibitors of human DNA polymerase kappa; purified Pol kappa, fluorescent DNA synthesis assay, 10 min; Potency, µM (titrated, usually from 107 µM), for the others: at the highest dose activity, negative = inhibition, hits mostly inhibitors; actives 0.53% (n = 400,000); also: % is scaled to controls: 0 for no effect and ±100 for the full control effect
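Fluorescent qHTS in 1536-well format: enzyme (10 nM) and compound sat 15 min at room temperature before 50 nM substrate (final) was added. Signal taken at 0 and 10 min; no-enzyme buffer wells were negative controls.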
Pol eta inh – DNA polymerase eta (human) inhibition. Q9Y253. recombinant Pol eta, fluorescent DNA replication assay. actives 1.2% (n = 390,000). Potency, µM (titrated, usually from 114 µM), without a hit: at the top dose activity change, negative = inhibition, hits mostly inhibitors. AID 588591; also: % is scaled to controls: 0 for no effect and ±100 for the full control effect
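Pol eta at 10 nM preincubated with compounds 15 min at room temperature; reaction started with fluorescent substrate (50 nM final) and read kinetically at 0 and 10 min.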
Apoferritin bind – binds horse apoferritin like a general anesthetic | apoferritin/1-aminoanthracene competitive binding, fluorescence | P02791 | Potency, µM (highest dose often 77.5 µM), for the others: at the top dose activity change, negative = displacement, hits mostly inhibitors | actives 0.074% (n = 350,000); also: % is scaled to controls: 0 for no effect and ±100 for the full control effect; nearly all actives have a fitted effect of over 20% in size
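Horse-spleen apoferritin (10 uM) was mixed with 50% saturated 1-aminoanthracene in PBS, exposed to compounds for 10 min at room temperature, and read for fluorescence (ex 380 nm, em 535 nm). Competitive displacement was fitted with a four-parameter Hill equation.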
Pol beta inh – blocks human DNA polymerase beta activity. P06746. Pol beta primer extension/strand displacement, fluorescence kinetic. Potency, µM (series often up to 114 µM), without a hit: at the top dose activity change, negative = inhibition, usual class: inhibitors. actives 1.3% (n = 340,000). AID 485314; also: % is scaled to controls: 0 for no effect and ±100 for the full control effect
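Pol beta (10 nM) was preincubated with compound for 15 min at room temperature. The reaction was then started with 50 nM substrate and read immediately and after a further 10 min at room temperature.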
BAZ2B block – inhibitors of human BAZ2B bromodomain; Potency, µM (top dose mostly 114 µM), for inactives: at the highest dose activity change, negative = inhibition, actives largely listed as inhibitors; AlphaScreen BAZ2B-H3K14Ac peptide displacement; actives 4.4% (n = 360,000); Q9UIF8; also: % is scaled to controls: 0 for no effect and ±100 for the full control effect; nearly all actives have a fitted effect of over 60% in size
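Complex of BAZ2B and biotin-H3K14Ac (50 nM apiece) forms over 30 min at RT, then faces library compounds up to 110 uM for another 30 min; AlphaScreen beads added, 20 min dark incubation, luminescence read.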
* marks the source's active call; other numbers are inactive results; ? = inconclusive; . = not tested or not shown; [ ] = another dose, or the depositor's remark. Calls follow the shape of the dose curve; as a rule, active = well fitted curve in the direction sought with a large enough effect; inconclusive = small, poorly fitted or top-dose-only effect, or another doubt; inactive = no such curve, though single readings can be large; an effect the other way counts as inactive or inconclusive. Potency is read from the fitted curve at half-maximal effect.

POLI inh | Pol kappa inh | APEX1 inh | smiles | G9a block | Pol eta inh | BLM helicase inh | BAZ2B block | Apoferritin bind | Pol beta inh
25% | -7%[60.1 µM] | . | Cc1cccc(CN2C(=O)c3ccccc3Sc3ccc(C(=O)NC4CCCCC4)cc32)c1 | 5%[59 µM] | -23% | -6% | 23% | 7% | -1%
1% | -9% | 15% | CCN(CC(=O)Nc1c(F)cccc1F)C(=O)c1ccc(=O)n(Cc2ccccc2)n1 | 38% | -16% | 1% | -13% | -7% | -20%
52%[activator] | -7% | -6% | Cc1oc(S(=O)(=O)N2CCOCC2)cc1C(=O)Nc1ccc(Cl)cc1 | 7% | -20% | 2% | -2% | -3% | 0%
18% | -23% | 2% | N#Cc1cc2c(nc1SCc1cccnc1)CCCCC2 | 3%[59 µM] | -5% | -7% | 7% | -23% | 12%
-10% | -12% | -3% | CCCNC(=O)NC1CCCc2ccccc21 (centres undefined) | 2% | -3% | -2% | -13% | -9% | -14%
. | . | 1% | Cc1sc2ncnc(Sc3nc4ccccc4s3)c2c1C | 14%[59 µM] | . | -12% | -5% | 2% | -17%
62%[activator] | 0% | 3% | CCOc1ccc(N2C(=O)Nc3ccccc3C2(O)C(=O)N2CCN(c3ccccn3)CC2)cc1 (centres undefined) | -7% | -27% | -3% | -14% | 0% | -5%
-4% | -1% | 50%[activator] | O=C1CCCCN1CCCC(=O)N1CCCC(Nc2ccccc2)C1 (centres undefined) | -4% | -17% | -2% | -16% | -6% | 32%
27% | -15% | 12% | CN(CC(=O)NCCc1ccccc1)S(=O)(=O)c1ccc(Br)cc1 | -5%[59 µM] | -5% | -3% | 8% | -6% | 40%
-1% | -8% | . | CCc1nc(-c2cc(S(=O)(=O)N3CCN(c4ccccc4F)CC3)ccc2OC)no1 | 6%[59 µM] | -26% | 1% | -4% | 2% | 0%
? | -12% | ? | O=C1C2C3C=CC(C3)C2C(=O)N1c1ncn[nH]1 (centres undefined) | ? | ? | -4% | ? | -11% | 40µM*
-21% | -8% | -1% | OC(c1ccccc1)C1CN(Cc2ccccc2)CCC1(O)c1ccccc1 (centres undefined) | 0%[12.7 µM] | -11% | 2% | 2% | -1% | 3%
120%[activator] | -8% | 37% | COc1cc(/C=N/NC(=O)CCC(=O)Nc2ccc(F)cc2)ccc1O | 29% | -14% | -2% | -4% | -5% | ?
21% | 8% | . | O=C(NC1CCCCCC1)c1ccc2c(c1)sc1nc(-c3ccccc3)cn12 | 1%[59 µM] | 14% | 1% | 2% | 3% | -1%
-9% | -3% | 9% | Cc1ccc(C(=O)NC2CCCCCCC2)c(Cl)c1 | 14%[0.501 µM] | -12% | 1% | 2% | ? | 10%
55%[activator] | 2% | -1% | Cc1ccc(NC(=O)N2CCCC2c2cccs2)cc1 (centres undefined) | 12%[0.0925 µM] | -17% | -2% | 0% | ? | 10%
-16% | -7% | -4% | O=C1C2C3c4ccccc4C(c4ccccc43)C2C(=O)N1CN1CCOCC1 (centres undefined) | 5%[59 µM] | 4% | -2% | -24% | -10% | 0%
-6% | 0% | 22% | O=C(Nc1nnc(-c2cc(Cl)ccc2Cl)o1)c1ccco1 | -8%[2.33 µM] | -3% | . | 9% | . | .
12% | -6% | 9% | COc1ccc(CCNC(=O)c2ccc(CN3CCC(Cc4ccccc4)CC3)cc2)cc1 | 12%[59 µM] | -9% | 3% | 5% | -13% | 8%
-1% | 0% | 7% | O=C(COc1ccc(Cl)cc1Cl)N1CCCCCC1 | 20%[59 µM] | -2% | -2% | -5% | ? | 4%
22% | 0% | 4% | O=C(c1ccc(NS(=O)(=O)c2ccc(F)cc2)cc1)N1CCCCCC1 | -42% | 5% | . | 5% | . | .
55%[activator] | -11% | -10% | Cc1cccc(C)c1NS(=O)(=O)c1ccc(OCCNS(C)(=O)=O)cc1 | ? | -17% | 1% | 0% | -2% | 0%
-5% | -12% | -5% | C=CCOC(=O)C1=C(C)NC(SCC(=O)Nc2nccs2)=C(C#N)C1c1cccs1 (centres undefined) | -35% | -18% | -10% | -6% | -21% | 2%
27% | -1% | 2% | COc1ccc(-c2cc3cccc(OC)c3oc2=O)cc1 | 39% | -7% | -4% | 36% | -11% | -2%
-11% | -16% | 2% | O=C(Nc1ncc(S(=O)(=O)c2ccc([N+](=O)[O-])cc2)s1)c1cccc2ccccc12 | -1%[59 µM] | -2% | -1% | -31% | -8% | -27%
27% | -11% | 20% | O=C(NCCc1ccc(Cl)cc1)C1CCN(C(=O)c2ccc(F)cc2)CC1 | 14% | -3% | -3% | 2% | -6% | -8%
-10% | -1% | -3% | O=C(Nc1ccc(N2CCOCC2)cc1)c1ccc(S(=O)(=O)N2CCCCC2)cc1 | 14% | -17% | -2% | -3% | -4% | 6%
-5%[58.9 µM] | 1% | 1% | CCc1noc(C)c1C(=O)NCCc1ccc(OC)c(OC)c1 | 15%[59 µM] | 9% | -3% | . | -8% | 9%
8% | -9% | -1% | COc1cc2c(cc1OC)CN(c1nc(CN3CCOCC3)nc3sc4c(c13)CCC(C)C4)CC2 (centres undefined) | 14µM* | -17% | -4% | 32µM* | -10% | 4%
19% | -3% | 49%[activator] | COc1ccc(S(=O)(=O)NCC2CCCO2)cc1NC(=O)c1ccccc1 (centres undefined) | 34% | -16% | 1% | -19% | -6% | 42%
19% | -5% | 23% | Cc1cccc(-c2oc3ccccc3c2C#CCCO)c1 | -16% | -30% | -8% | -2% | -20% | -1%
9% | 12% | . | COc1ccccc1NC(=O)c1cc2c(=O)n(Cc3cccs3)ccc2nc1C | 0%[59 µM] | -10% | 3% | -19% | ? | 0%
17% | -5% | -3% | CC(=O)c1c(C(C)=O)c(C)n(-c2nc(-c3ccc(Br)cc3)c(C)s2)c1C | 7%[12.7 µM] | -12% | -13% | ? | -8% | 1%
3% | -5% | 21% | CCOc1ccc(C(=O)NC(C(=O)NCC(c2cccs2)N(C)C)C(C)C)cc1 (centres undefined) | 10%[12.7 µM] | -7% | . | -6% | . | .
27% | -2% | 9% | CCc1noc(C)c1C(=O)N1CCC(CCC(=O)Nc2cccc(OC)c2)CC1 | . | -13% | -1% | 4% | -4% | 16%
-1% | -16% | -10% | CCOC(=O)C(NC(=O)CCl)(Nc1sc(C)c(CC)c1C#N)C(F)(F)F (centres undefined) | 25µM* | -7% | -3% | -6% | 4% | 5%
7% | -7% | 4% | Cc1c(C(=O)c2ccc(Cl)c([N+](=O)[O-])c2)c2ccccn2c1CCC#N | ? | -16% | -5% | ? | 8% | 16%
7% | -20% | 3% | CC1(c2ccc(Cl)cc2Cl)NC(=O)N(CC(=O)NC2CCCCC2)C1=O (centres undefined) | -19%[12.7 µM] | -8% | . | 3% | . | .
9% | -3% | 8% | CCCCNC(=O)Cn1cnc2sc(C(=O)OCC)c(C)c2c1=O | 23%[2.33 µM] | 16% | 0% | -3% | -4% | 55%
18% | 4% | . | CCOc1cccc(C(=O)N(Cc2ccc(N(C)C)cc2)CC2CCCO2)c1 (centres undefined) | 14µM* | -20% | 1% | 50µM* | -8% | 13%
? | ? | -24% | O=C(NCCc1ccccc1)c1ccc2c(=O)[nH]c3c(C(=O)NCC4CCCO4)sc(=S)n3c2c1 (centres undefined) | -11%[0.501 µM] | -7% | -24% | 35µM* | -8% | 14%
-18% | -7% | -10% | CC(=O)c1cccc(NC(=O)CSc2n[nH]c(=O)n2C2CC2)c1 | . | -11% | . | . | . | .
-4% | 0% | 12% | Cc1ccc(CNC(=O)CSc2ccsc2[N+](=O)[O-])cc1 | ? | -3% | -3% | -38% | -14% | 38%[activator]
3% | -4% | 30% | O=S(=O)(NC(=S)c1ccccc1)c1ccc(F)cc1 | 79µM* | -20% | -3% | -7% | -2% | -10%
-15% | -9% | 32% | COc1cc(CCC(=O)OCC(=O)Nc2ccc(C)cc2Br)cc(OC)c1OC | ? | -9% | -4% | 6% | -14% | -1%
6% | -18% | 29% | Cc1cc([N+](=O)[O-])ccc1NC(=O)C(C)NC1CCCCC1 (centres undefined) | ? | -5% | -8% | -18% | -12% | -5%
13% | -1% | 1% | O=C(Oc1ccc(N(Cc2cccs2)C2=NS(=O)(=O)c3ccccc32)cc1)c1ccc(Cl)cc1 | 3%[59 µM] | -10% | -3% | 1% | 4% | 18%
-6% | -8% | ? | COC(=O)c1cc(-c2ccc3c(c2)OCO3)nc2ccccc12 | 327%[activator] | -3% | -2% | 177%[activator] | -14% | -20%

Gathered by group, the entries above with a furan ring, fused or not
POLI inh | Pol kappa inh | APEX1 inh | smiles | G9a block | Pol eta inh | BLM helicase inh | BAZ2B block | Apoferritin bind | Pol beta inh
52%[activator] | -7% | -6% | Cc1oc(S(=O)(=O)N2CCOCC2)cc1C(=O)Nc1ccc(Cl)cc1 | 7% | -20% | 2% | -2% | -3% | 0%
-6% | 0% | 22% | O=C(Nc1nnc(-c2cc(Cl)ccc2Cl)o1)c1ccco1 | -8%[2.33 µM] | -3% | . | 9% | . | .
19% | -5% | 23% | Cc1cccc(-c2oc3ccccc3c2C#CCCO)c1 | -16% | -30% | -8% | -2% | -20% | -1%

Looked up above.
`O=C(Oc1ccc(N(Cc2cccs2)C2=NS(=O)(=O)c3ccccc32)cc1)c1ccc(Cl)cc1` in Pol eta inh → -10%
`O=C(NCCc1ccccc1)c1ccc2c(=O)[nH]c3c(C(=O)NCC4CCCO4)sc(=S)n3c2c1` (centres undefined) in APEX1 inh → -24%

Continued.
POLI inh | Pol kappa inh | APEX1 inh | smiles | G9a block | Pol eta inh | BLM helicase inh | BAZ2B block | Apoferritin bind | Pol beta inh
-13% | 0% | 0% | COc1ccc(C2c3ccc(O)cc3Oc3ncn(Cc4ccccc4)c(=N)c32)cc1OC (centres undefined) | -3% | -20% | -5% | -3% | 1% | 3%
39%[activator] | 16% | -4% | CN(C)CCOC(=O)c1sc2ccccc2c1Cl | ? | -7% | 36%[activator] | -22% | -15% | 17%
-1% | -3% | -8% | O=C(CN1C(=O)NC2(CCCc3ccccc32)C1=O)c1ccc(F)cc1 (centres undefined) | -41%[59 µM] | -3% | . | 42%[activator] | . | .
-12% | -16% | -1% | CCC(Oc1ccc(Br)cc1Cl)C(=O)Nc1nnc(C2CC2)s1 (centres undefined) | -3% | -17% | -11% | -3% | -13% | -4%

Not all compounds are listed; the hit share may differ from the screen's.
